# Screening data from PubChem.
# SRC3 TRFRET art: TR-FRET artefact, counter-screen to PPARgamma/SRC-3 agonist assay; PPARgamma/SRC-3 format; hits give high values; TR-FRET ratio at 8 µM; 0.39% of 99,000 active; AID 1048; in the data active = TR-FRET ratio above about 2000; also: inactives centre near 1600; reference of the scale not given here
# SRC1 TRFRET art: flags TR-FRET format artefacts in PPARgamma SRC-1 recruitment agonist screen. TR-FRET detection artefact counter-screen, emission ratio; hits give high values. TR-FRET ratio at 8 µM. 0.34% of 99,000 active. AID 1051; in the data active = TR-FRET ratio above about 2300; also: inactives centre near 1800; reference of the scale not given here
# Numbers without * were called inactive.
SMILES,SRC3 TRFRET art,SRC1 TRFRET art
O=[N+]([O-])c1ccccc1S(=O)(=O)n1nnc2ccccc21,1529,1699
C=CCN(CC=C)S(=O)(=O)c1ccc(C(=O)Nc2nnc(COC)o2)cc1,1374,1873
C/C(=N/Nc1ccc(F)cc1)c1ccc(Cl)s1,1580,1597
Cc1ccc(CN(C)C(=O)CC2C(=O)NCCN2CC2CCCCC2)cc1 (stereo not drawn),1352,1667
Cc1cc(C)cc(NC(=S)N2CCC(N(C)CC3CCCO3)CC2)c1 (stereo not drawn),1387,1703
O=C(CSCC(=O)NC1CCCC1)Nc1ccccc1,1629,1851
CCOC(=O)c1c(CSc2ccc(C)cc2)oc2ccc(O)cc12,1469,1772
CCOC(=O)Cn1c(=O)oc2cc(S(=O)(=O)N3CCN(C(=O)c4ccco4)CC3)ccc21,1565,1677
O=C(CC1CCCCC1)NCc1ccc(F)cc1,1496,1538
CCC(C)(C)N=C(NC#N)Nc1cccnc1,1626,1652
COc1cc(OC)cc(C(=O)N=c2sc3ccccc3n2C)c1,1632,1871
S=C(c1ccc(-c2cc(Cl)ccc2Cl)o1)N1CCCCC1,1587,1851
CCOC(=O)C1CCCN(C(=O)c2cccc([N+](=O)[O-])c2C)C1 (stereo not drawn),1556,1829
CCOC(=O)C1=C(N)OC2=C(C(=O)CC(C)(C)C2)C1c1ccc(CC)s1 (stereo not drawn),1454,1628
CCCOc1cccc(C(=O)NC(=S)Nc2ccccc2)c1,1567,1661
CC(C)c1ccc(CNC(=O)CCc2ccccc2)cc1,1386,2103
CCN1CCN(S(=O)(=O)c2ccc(C)c([N+](=O)[O-])c2)CC1,1409,1504
Cc1cccc(N2C(=O)CC(Sc3ncn[nH]3)C2=O)c1 (stereo not drawn),1433,1621
CCOc1ccc(CN2C(=O)CCC2(C)C(=O)NCc2cccnc2)cc1 (stereo not drawn),1627,1954
Cc1ccccc1NP(=O)(c1ccccc1)c1nc2ccccc2s1 (stereo not drawn),1473,2077
Cc1ccc(C(=O)CN2C(=O)C(=O)N(Cc3ccccc3)C2=O)cc1,1562,1843
O=c1[nH]c(CN2CCOCC2)nc2cc(Cl)ccc12,1637,1763
NNC(=O)Cn1c(-c2nonc2N)nc2ccccc21,1577,1763
C/C=C/C(=O)N1c2ccccc2C(C)=CC1(C)C,1511,1729
COC(=O)c1cn(C(=O)/C=C/c2ccc(OC)c(OC)c2)c2ccccc12,1643,1718
SMILES,SRC3 TRFRET art,SRC1 TRFRET art
Cn1c(CCC(=O)OCC(=O)NCc2ccccc2Cl)nc(=O)c2ccccc21,1358,2057
CN(C)S(=O)(=O)c1ccc(S(=O)(=O)N(CC(=O)Nc2ccccc2)Cc2ccco2)cc1,1490,1921
C=CCN1C2CCCC1CC(NC(=O)Nc1cc(C)cc(C)c1)C2 (stereo not drawn),1576,2187
COc1ccccc1N1CCN(C(c2cccs2)C(C)NS(=O)(=O)c2ccccc2)CC1 (stereo not drawn),1569,1648
Cc1ccc(Nc2ncnc(N)n2)cc1,1653,1512
Cc1ccc(NC(=S)NCC(C)CSc2ccc(Cl)cc2)cc1 (stereo not drawn),1579,1807
O=C1NC(=S)N(c2cccc(Cl)c2)C12CCCCC2,1523,2105
CSc1ccc(CN(C)Cc2nc3cc(C(F)(F)F)ccc3c(=O)[nH]2)cc1,1582,1855
Cc1nn(C(C)C(=O)NCC2CCCO2)c(C)c1[N+](=O)[O-] (stereo not drawn),1487,1880
CC(=O)Nc1ccc(CN2CCN(CC=C(C)C)C(CCO)C2)cc1 (stereo not drawn),1532,1846
CCNC(=O)/C(C#N)=C/c1c(N2CC(C)OC(C)C2)nc2ccccn2c1=O (stereo not drawn),1700,1812
Cc1ccc(-c2nc(N=Nc3ccc(O)cc3)n[nH]2)cc1,1755,1674
CN(Cc1cnn(C)c1)C(=O)c1ccc(OC2CCN(CCc3ccccc3)CC2)cc1,1887,1885
COc1cc(/C=C/c2nc(-c3ccccc3O)n[nH]2)cc(OC)c1OC,1732,1838
C/C(CC(=O)Nc1cccnc1)=N\NC(=O)C(=O)Nc1cccc(C)c1,1513,1764
Clc1cccc(-c2cc3nc4c(c(N5CCOCC5)n3n2)CCCC4)c1,1481,1864
Cc1ccc(NC(=S)NC(C)CCc2ccccc2)cc1C (stereo not drawn),1217,1606
C=CCSc1nc(C)c(CC(=C)C)c(=O)[nH]1,1704,1668
COc1ccc(C(=O)NCC(=O)OCC(=O)c2ccc3c(c2)NC(=O)CO3)cc1OC,1663,1799
CCOC(=O)C1=NN(C(=O)COc2ccccc2)C(O)(c2ccc(Cl)cc2)C1 (stereo not drawn),1608,1706
CCCn1c(C)cc(C)c(C#N)c1=O,1600,1723
O=[N+]([O-])c1cccc(-n2nnnc2CN2CCCC2)c1,1348,1518
O=C(COc1ccccc1Br)NC1CCCC1,1496,1690
CCn1c(O)c(N=NC(=O)CNc2ccc(C)cc2)c2ccccc21,1174,1473
O=C(Nc1ccccc1Oc1ccccc1)c1ccccc1F,1606,1815

# In the list so far, these have a cyano group.
SMILES,SRC3 TRFRET art,SRC1 TRFRET art
CCC(C)(C)N=C(NC#N)Nc1cccnc1,1626,1652
CCNC(=O)/C(C#N)=C/c1c(N2CC(C)OC(C)C2)nc2ccccn2c1=O (stereo not drawn),1700,1812
CCCn1c(C)cc(C)c(C#N)c1=O,1600,1723

# (listing goes on)
SMILES,SRC3 TRFRET art,SRC1 TRFRET art
CCOc1cc(/C=C(\CC(=O)O)c2nc3ccccc3s2)ccc1OC,1751,1752
O=C(CSc1nncn1-c1ccccn1)Nc1cccc(Cl)c1,1539,1853
Cc1cccc2nc(-c3ccco3)c(Nc3ccc4c(c3)OCCO4)n12,1484,1778
CC(NCC1COc2ccccc2O1)C(=O)NCc1ccccc1 (stereo not drawn),1536,1880
CCOc1ccccc1NC(=S)N1CCC(NC(=O)c2ccco2)CC1,1449,1628
COc1cccc(CN(C)CC(=O)Nc2ccccc2C(=O)Nc2ccccc2)c1,1448,1710
CCc1ccc(OCC(=O)N2c3ccccc3CCc3ccccc32)cc1,1715,1864
CCOc1ccc(NC(=S)Nc2cc(OC)c(Cl)cc2OC)cc1,1523,2103
CC(C)OC(=O)CC1C(=O)NCCN1C(=S)NC(=O)c1cccs1 (stereo not drawn),1493,1572
O=C(O)c1ccc(N2C(=O)CSC2c2cccc([N+](=O)[O-])c2)cc1 (stereo not drawn),1454,1848
O=c1c2ccccc2[nH]c(=S)n1CCN1CCCC1,1715,1823
CCn1c(=O)c2c(nc3n2CCN3c2ccccc2)n(C)c1=O,1694,1845
CC(=O)N1CCc2cc(Br)cc(S(=O)(=O)N3CCc4ccccc43)c21,1642,1722
O=C(CN1CCOCC1)Nc1ccc(NC(=O)CN2CCOCC2)c(Cl)c1,1364,1762
Cc1cc(C)c2nc(-c3cccnc3)cc(C(=O)Nc3ccc(S(=O)(=O)Nc4onc(C)c4C)cc3)c2c1,1541,1822
O=C(Nc1ccc(C(=O)O)cc1)/C(=C/c1ccc2c(c1)OCO2)NC(=O)c1cccc(Br)c1,1564,1412
COc1cccc(C2=NOC(C(=O)N3CCN(C(=O)c4ccco4)CC3)C2)c1 (stereo not drawn),1491,1770
CCOC(=O)C1=C(CN2CCN(C(=O)OCC)CC2)NC(=O)NC1c1ccc2c(c1)OCO2 (stereo not drawn),1618,1796
O=C(c1ccc(F)cc1)[C@@H]1[C@@H](C(=O)c2ccccc2)[C@@]2(C(=O)Nc3ccccc32)[C@H]2c3ccccc3C=CN12,1488,1674
COc1ccc(/C=N/Nc2ccccn2)c(OC)c1OC,1540,1843
Cc1ccc(SCC(=O)NN2C(=O)c3ccccc3C2=O)cc1,1576,1796
Cc1nn(C)cc1CN(C)Cc1ccc(OCC(O)CN2CCCCC2)cc1 (stereo not drawn),1397,1672
Cc1ccc(/C=C/C(=O)NCc2ccccn2)o1,1690,2027
Cc1ccc(S(=O)(=O)N2CC=C(c3ccc(F)cc3)CC2)cc1,1677,1726
O=C(O)c1cccc(NC2=C(Cl)C(=O)c3ccccc3C2=O)c1,1540,1456
SMILES,SRC3 TRFRET art,SRC1 TRFRET art
CCOC(=O)/C=C/C(=O)Nc1ccccc1C(=O)NC1CCCCC1,1659,1713
Cc1cc(Br)ccc1NC(=S)Nc1cccc([N+](=O)[O-])c1,1703,1590
CCNC(=O)Nc1ccc(OC)cc1OC,1744,1934
COC(=O)c1cn(C(=O)c2cc(C)cc(C)c2)c2ccccc12,1416,1586
Cc1ccc(SCCNC(=S)Nc2ccc(C)cc2C)cc1,1552,1825
CCC/C=C(\CCC)C(NC(=O)Cc1ccccc1)c1ccc(C(=O)OC)cc1 (stereo not drawn),1651,1469
O=C(Cc1cccs1)NCCSc1c(-c2ccc(Cl)cc2)[nH]c2ccccc12,7221*,3752*
CC(=O)Nc1cc(C(=O)N2CCc3ccccc3C2)ccc1Sc1ccc(Cl)cc1,1623,1831
C=CCSc1nc2ccsc2c(=O)n1-c1ccccc1,1521,1872
CCCCc1nc(SCCOC)c2c(=O)n(C)c(=O)n(C)c2n1,1234,1641
O=C(NC(=S)N1CCc2ccccc21)c1ccccc1,1579,1906
Cc1ccccc1NC(=S)N(Cc1cccnc1)Cc1ccco1,1429,1687
CC1(C)Cc2cccc(Oc3ccc(S(=O)(=O)N4CCCC4)cn3)c2O1,1413,1649
CCOC(=O)N1CCN(Cc2c(NC(=O)c3ccco3)sc(C)c2C)CC1,1635,1886
COc1ccc(NC2=C(C(C)=O)C(c3ccc(N(C)C)cc3)C(C(C)=O)C(C)(O)C2)cc1 (stereo not drawn),1328,1561
COc1ccc(/C=N/NC(=O)CNc2c(Br)cc(C)cc2Br)c(C(=O)O)c1OC,1462,1828
O=C(Nc1c(Cl)ccc2nsnc12)c1ccco1,1442,1955
N#C/C(=C(/O)COC(=O)c1ccc(C#N)cc1)c1nc2ccccc2s1,1764,2046
COCCNC(=O)C(c1ccc(C)cc1)N(C(=O)C(=O)NC1CCCC1)c1ccc2c(c1)OCCO2 (stereo not drawn),1669,1809
Nc1nc(CN2CCN(C(=O)c3ccco3)CC2)nc(Nc2cccc(Cl)c2)n1,1506,1712
COC(=O)c1cn(NC(=O)COc2ccc(Cl)cc2)c(=O)c2ccccc12,1653,1981
Cc1ccc2cc(S(=O)(=O)NCCCN3CCOCC3)ccc2c1,1530,1866
COc1ccc(C2(C(=O)Nc3ccc(S(=O)(=O)Nc4nc(C)cc(C)n4)cc3)CCCC2)cc1OC,1809,2008
Cc1ccnc2nc(C(=O)OCC(=O)NCCc3ccc(Cl)cc3)nn12,1534,1803
O=C(NCCCn1ccnc1)C(=O)c1c[nH]c2ccccc12,1477,1549
SMILES,SRC3 TRFRET art,SRC1 TRFRET art
COc1ccc(-c2nc3ccc([N+](=O)[O-])cc3[nH]2)cc1,1622,1983
O=C(c1nnc(Cc2ccc(Cl)cc2)o1)N1CCc2ccccc2C1,1463,1661
Cc1ccc(S(=O)(=O)Nc2ccc(N(C)C)cc2)cc1,1730,1742
CC(C)(C)C(=O)Oc1ccc2cc(-c3ccc4ccccc4n3)c(=O)oc2c1,1744,1854
CCSc1ccc(-c2cccc([N+](=O)[O-])c2)nn1,1593,1982
CN1CCc2c(n(CC(O)CN3C(=O)c4ccccc4S3(=O)=O)c3ccccc23)C1=O (stereo not drawn),1470,2015
CC(C)C(NS(=O)(=O)c1cc(C(=O)O)ccc1Cl)C(=O)O (stereo not drawn),1472,1851
OC(CNCc1cccc(Br)c1)c1ccccc1 (stereo not drawn),1553,1762
COC(CNC(=O)c1ccc2nc(-c3cccs3)c(-c3cccs3)nc2c1)OC,1384,1716
CN(CCN1CCOCC1)Cc1nc(-c2ccccc2)no1,1690,1891
Cc1ccc(-c2cn3cccnc3n2)cc1NC(=O)c1cccs1,1660,1738
CCOC(=O)N1CCC(N(CCN(C)C)C(=S)Nc2ccccc2Cl)CC1,1611,1695
Cc1nnc(SCC(=O)N2CCN(S(=O)(=O)c3ccccc3)CC2)s1,1648,1851
CCOC(=O)N1CCN(C(=O)/C(=C\c2cccs2)NC(=O)c2cccs2)CC1,1452,1745
COCc1cc(C)nc(SCC[N+](C)(C)CC(=O)Nc2ccccc2)c1C#N,1548,1763
Cc1ncsc1C(=O)O,1556,1717
COc1cc(NC(=O)CN2C(=O)C(c3ccccc3)=NC23CCCCCC3)cc(OC)c1,1669,1581
CC(C)c1ccc(C2=C(O)c3ccccc3C(=O)C2=O)cc1,1437,1898
COc1cc(CCC(=O)Oc2ccc(C(C)=O)cc2)cc(OC)c1OC,1648,1632
CCc1cc2ccc(C)cc2nc1SCC(=O)Nc1cc(OC)c(OC)cc1C(=O)O,1638,1998
CCOC(=O)c1c(C)[nH]c(C(=O)COC(=O)C2CC(=O)N(Cc3ccccc3)C2)c1C (stereo not drawn),1491,1699
O=C(Nc1nnc(-c2ccc(F)cc2)o1)c1cccc([N+](=O)[O-])c1,1611,1962
O=C(CSc1ncccn1)NC(=O)c1ccccc1,1584,1695

# Among those listed so far, these have two or more sulfur atoms:
SMILES,SRC3 TRFRET art,SRC1 TRFRET art
CN(C)S(=O)(=O)c1ccc(S(=O)(=O)N(CC(=O)Nc2ccccc2)Cc2ccco2)cc1,1490,1921
COc1ccccc1N1CCN(C(c2cccs2)C(C)NS(=O)(=O)c2ccccc2)CC1 (stereo not drawn),1569,1648
Cc1ccc(NC(=S)NCC(C)CSc2ccc(Cl)cc2)cc1 (stereo not drawn),1579,1807
CC(C)OC(=O)CC1C(=O)NCCN1C(=S)NC(=O)c1cccs1 (stereo not drawn),1493,1572
Cc1ccc(SCCNC(=S)Nc2ccc(C)cc2C)cc1,1552,1825
O=C(Cc1cccs1)NCCSc1c(-c2ccc(Cl)cc2)[nH]c2ccccc12,7221*,3752*
C=CCSc1nc2ccsc2c(=O)n1-c1ccccc1,1521,1872
COC(CNC(=O)c1ccc2nc(-c3cccs3)c(-c3cccs3)nc2c1)OC,1384,1716
Cc1nnc(SCC(=O)N2CCN(S(=O)(=O)c3ccccc3)CC2)s1,1648,1851
CCOC(=O)N1CCN(C(=O)/C(=C\c2cccs2)NC(=O)c2cccs2)CC1,1452,1745

# Not all compounds are listed; the hit share may differ from the screen's.
